PI4K2A block – qHTS for small molecular inhibitors of PI4K2A; activity change, negative = inhibition, % at 76.9 µM; 420,000 tested, 0.13% active; Phosphatidylinositol 4-kinase type 2-alpha (Homo sapiens), Q9BTU6; purified PI4K2A, ADP-Glo luminescence, 1 h; active compounds read low; in the data active = activity change below about -50%; inconclusive = mostly about -30% to -49%;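 note: -100% = wells without enzyme as full effect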
Target sequence (Q9BTU6 whole entry, looked up): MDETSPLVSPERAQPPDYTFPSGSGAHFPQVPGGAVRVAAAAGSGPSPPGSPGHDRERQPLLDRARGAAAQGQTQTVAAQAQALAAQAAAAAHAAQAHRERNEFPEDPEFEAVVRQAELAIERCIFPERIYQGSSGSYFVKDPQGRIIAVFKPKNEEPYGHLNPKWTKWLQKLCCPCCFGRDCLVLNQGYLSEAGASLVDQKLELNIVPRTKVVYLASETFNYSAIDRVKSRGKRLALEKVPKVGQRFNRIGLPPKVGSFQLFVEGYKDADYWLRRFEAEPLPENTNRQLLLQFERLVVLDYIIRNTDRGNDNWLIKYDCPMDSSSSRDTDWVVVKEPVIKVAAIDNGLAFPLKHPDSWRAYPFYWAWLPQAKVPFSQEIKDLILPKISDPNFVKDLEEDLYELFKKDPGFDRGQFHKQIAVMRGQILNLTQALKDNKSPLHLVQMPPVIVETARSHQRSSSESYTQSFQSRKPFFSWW
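PI4K2A activity was measured by ADP-Glo luminescence: enzyme (4 ug/mL stock) and phosphatidylinositol (1.2 mM stock) in Tris pH 7.5/MgCl2/EGTA/Triton X-100 buffer were reacted with ATP (300 microM stock) for one hour at ambient temperature.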
RXFP1 agonist – qHTS Assay for Agonists of the Relaxin Receptor RXFP1 | Relaxin receptor 1 (Homo sapiens), Q9HBX9 | HEK293T-RXFP1 cAMP TR-FRET, 30 min; response scale: percent of porcine relaxin response, buffer zero | Potency, µM (titrated, usually from 57.5 µM), for inactives: top-dose activation, actives largely listed as activators | 370,000 tested, 0.3% active | AID 2676, 2010; note: potency is the fitted concentration of half-maximal effect; % is set by controls: 0 for no effect and ±100 for the full control effect; nearly all actives have a fitted effect of over 60% in size; many of its hits are not listed in these tables
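HEK293 cells stably expressing RXFP1, treated 30 min at 37C with compounds plus PDE4 inhibitor Ro 20174; cAMP measured by HTRF TR-FRET. Normalized to buffer and 29 nM porcine relaxin; EC50 by Hill fit.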
USP1 inh – Inhibitors of USP1/UAF1: Primary Screen; Ubiquitin carboxyl-terminal hydrolase 1 (Homo sapiens), O94782; recombinant USP1/UAF1, Ub-Rhodamine cleavage fluorescence; Potency, µM (series often up to 57.1 µM), for the others: top-dose activity change, negative = inhibition, hits mostly inhibitors; 390,000 tested, 0.23% active; AID 743255, 2014; note: potency is the fitted concentration of half-maximal effect; % is set by controls: 0 for no effect and ±100 for the full control effect; nearly all actives have a fitted effect of over 60% in size; inactives centre near -12
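USP1/UAF1 complex (1 nM) preincubated 15 min at room temperature with compound, then Ub-Rho substrate (150 nM final) added. Kinetic fluorescence at 480/540 nm over 6 reads at 60 s intervals; 50 mM HEPES pH 7.8, 0.5 mM EDTA, 0.1 mg/ml BSA, 1 mM TCEP, 0.01% Tween-20.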
Glioma ERSR ind – qHTS for Inducers of the Endoplasmic Reticulum Stress Response (ERSR) in Human Glioma: qHTS; AID 602332, 2012; U87-MG GRP78 promoter luciferase reporter, 16 h; 420,000 tested, 0.02% active; Potency, µM, without a hit: at the highest dose activation, hits mostly activators; note: potency is the fitted concentration of half-maximal effect; series mostly up to about 76 µM; % of control where 0% means no effect; nearly all actives have a fitted effect of over 35% in size
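Stably transfected U87-MG human glioma cells carrying a GRP78-based luminescent sensor were seeded at 1000 cells/well, pin-dosed with compounds and incubated 16 h. Luciferase reagent was then added, and end-point luminescence was read after 10 min at room temperature.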
Vif-APOBEC3G blk – qHTS for Inhibitors of Vif-A3G Interactions: qHTS; DNA dC->dU-editing enzyme APOBEC-3G (Homo sapiens), Q9HC16; HeLa A3G-eYFP + Vif (tagged APOBEC3G with the HIV-1 protein that degrades it), YFP fluorescence, overnight; Potency, µM (highest dose often 46.1 µM), for the others: at the highest dose activity, negative = active, actives largely listed as inhibitors; 410,000 tested, 0.076% active; AID 602310, 2012;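 note: potency is the fitted concentration of half-maximal effect; % is set by controls: 0 for no effect and ±100 for the full control effect; nearly all actives have a fitted effect of over 60% in size; hits raise eYFP signal because A3G escapes Vif-driven loss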
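HeLa cells stably expressing Vif and C-terminally eYFP-tagged A3G, seeded overnight at 37 deg C, then exposed to compound by pintool overnight at 37 deg C. Rise in yellow fluorescence (Ex 488/Em 500-530, Acumen) marks blocked Vif-driven A3G degradation.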
IDH1 R132H inh – qHTS for Inhibitors of mutant isocitrate dehydrogenase 1 (IDH1): qHTS; Potency, µM (titrated, usually from 76.6 µM), for the others: top-dose activity change, negative = inhibition, actives largely listed as inhibitors; IDH1-R132H enzyme, NADPH consumption, diaphorase/resazurin fluorescence; 390,000 tested, 0.093% active; Isocitrate dehydrogenase [NADP] cytoplasmic (Homo sapiens), O75874; note: potency is the fitted concentration of half-maximal effect; % is set by controls: 0 for no effect and ±100 for the full control effect; nearly all actives have a fitted effect of over 65% in size
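IDH1-R132H (0.5 ug/mL) preincubated 30 min with compound, then NADPH (0.016 mM) and alpha-KG (2 mM) added; 80 min at RT, pH 7.5. Remaining NADPH coupled via diaphorase/resazurin to fluorescence (540/590 nm); concentration-response curves normalized to no-enzyme control.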
Vif-APOBEC3F blk – qHTS for Inhibitors of Vif-A3F Interactions: qHTS | HeLa A3F-eYFP + Vif (tagged APOBEC3F with the HIV-1 protein that degrades it), YFP fluorescence increase | Potency, µM (doses to about 46.1 µM), without a hit: at the top dose activity, negative = active | 390,000 tested, 0.2% active; note: potency is the fitted concentration of half-maximal effect; % of control where 0% means no effect; nearly all actives have a fitted effect of over 65% in size
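HeLa cells stably expressing Vif plus C-terminally eYFP-tagged A3F were seeded, incubated overnight at 37 deg C, dosed with compound, incubated overnight again at 37 deg C. Yellow fluorescence (Ex 488/Em 500-530) reported blocked Vif-mediated A3F-eYFP degradation.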
TrxR1 substrate – qHTS Assay for Substrates of Mammalian Selenoprotein Thioredoxin Reductase 1 (TrxR1): qHTS; Thioredoxin reductase 1, cytoplasmic (Rattus norvegicus), O89049; purified TrxR1 substrate turnover, NADPH consumption readout; Potency, µM (doses to about 114 µM), without a hit: top-dose activity change, negative = substrate turnover; 390,000 tested, 0.01% active; AID 588456, 2011; note: potency is the fitted concentration of half-maximal effect; % is set by controls: 0 for no effect and ±100 for the full control effect; nearly all actives have a fitted effect of over 50% in size
Target sequence (O89049 whole entry, looked up): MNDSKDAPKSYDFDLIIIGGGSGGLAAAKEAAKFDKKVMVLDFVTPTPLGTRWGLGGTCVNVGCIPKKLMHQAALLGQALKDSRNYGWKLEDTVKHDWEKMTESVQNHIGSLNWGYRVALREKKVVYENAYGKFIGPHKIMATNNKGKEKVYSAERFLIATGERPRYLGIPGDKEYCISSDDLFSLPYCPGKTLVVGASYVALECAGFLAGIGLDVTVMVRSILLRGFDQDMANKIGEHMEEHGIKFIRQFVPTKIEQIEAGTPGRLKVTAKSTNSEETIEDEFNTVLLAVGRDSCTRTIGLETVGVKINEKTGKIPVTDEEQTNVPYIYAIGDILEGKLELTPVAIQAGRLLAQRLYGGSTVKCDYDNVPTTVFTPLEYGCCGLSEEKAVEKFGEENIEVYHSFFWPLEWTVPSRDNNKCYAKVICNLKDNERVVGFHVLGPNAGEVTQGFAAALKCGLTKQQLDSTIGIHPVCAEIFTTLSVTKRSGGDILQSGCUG
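Rat TrxR1, dispensed at 90 nM, was prereduced with 400 uM NADPH (final) for 5 min at ~22 deg C, then incubated with compound 15 min before 400 uM selenite. A first-read NADPH fluorescence drop versus no-compound background flagged substrates.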
LDHA block – qHTS assay for inhibitors of human lactate dehydrogenase. 480,000 tested, 0.15% active. L-lactate dehydrogenase A chain (Homo sapiens), P00338. AID 1347041, 2019. activity change, % (values are at about 110 or 230 µM). purified LDHA, NADH/diaphorase-resazurin fluorescence; active compounds read low; in the data active = activity change below about -30%; inconclusive = mostly about -25% to -30%;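 note: plate controls were DMSO wells for no effect and wells without enzyme for full effect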
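LDH5 2 nM; NADH 0.06 mM, pyruvate 0.2 mM; 200 mM Tris pH 7.4, EDTA, Tween-20; 5 min RT. Detection: diaphorase 0.133 mg/mL + resazurin 37 µM, fluorescence ex540/em590 at 0 and 20 min; normalized to enzyme-free and DMSO wells.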
Starred values were filed as active, the others as inactive; ? = inconclusive; · = no result given; [ ] = remark or other dose. Unless noted, calls come from the whole dose curve; as a rule, active = well fitted curve in the direction sought with a large enough effect; inconclusive = small, poorly fitted or top-dose-only effect, or another doubt; inactive = no such curve, though single readings can be large; an effect the other way counts as inactive or inconclusive. This is a subset, so the mix of outcomes need not match the whole.

SMILES	PI4K2A block	RXFP1 agonist	USP1 inh	Glioma ERSR ind	Vif-APOBEC3G blk	IDH1 R132H inh	Vif-APOBEC3F blk	TrxR1 substrate	LDHA block
CCN(CC(=O)Nc1ccc(OC)cc1)C(=O)CSCc1c(C)noc1C	-4.2	-0.8%	-20.8%	-0.8%	4.0%	4.7%	5.1%	0.3%	-2.5
COc1ccccc1NC(=O)Nc1ccc(Cl)c(S(=O)(=O)Nc2ccccc2OC)c1	-2.6	0.6%	-5.6%	-0.2%	-1.0%	-4.7%	7.9%	2.4%[57.1 µM]	-8.0
CCc1ccc(CN(C(=O)COc2c(C)cccc2C)C2CCS(=O)(=O)C2)cc1 (configuration not stated)	6.9	0.8%	-16.1%	-2.9%	-3.1%	-7.4%	0.9%	-15.9%	-6.3
O=c1cc(-c2ccc(Cl)cc2)nc(N2CCN(c3ccccc3)CC2)[nH]1	1.0	2.3%	-14.1%	-6.2%	0.3%	2.3%	0.9%	8.7%	0.2
Cc1ccc(-n2ncc3c(=O)n(CC(N)=O)cnc32)cc1	-0.5	-2.4%	-5.6%	-2.1%	0.4%	0.9%	?	8.4%	0.0
COc1cccc(CNC(=O)CCc2nnc(C3CCCCC3)o2)c1	-2.2	-1.2%	-20.1%	3.4%	-1.7%	2.4%	-0.5%	0.5%	-0.6
Cc1cc(NC(=O)CSc2nc3c(cc2C#N)CCCC3)no1	-6.5	?	-7.9%	1.7%	-1.1%	2.1%	-9.1%	11.3%[57.1 µM]	-10.7
COc1ccc(C2c3sc(=O)[nH]c3SC3C4CCC(C4)C23)cc1 (configuration not stated)	-9.4	-0.1%	-6.6%	-6.5%	1.9%	10.1%	1.4%	-8.6%	-0.2
CC(=O)C1C(=O)CC(C)(O)C(C(C)=O)C1c1ccc(N(C)C)cc1 (configuration not stated)	2.3	1.2%	-5.6%	-3.2%	-0.8%	4.0%	-6.9%	4.9%[57.1 µM]	3.9
O=C1NC2(CCCCC2)C(=O)N1Cc1cccc(C(F)(F)F)c1	1.4	0.1%	-17.6%	0.1%	10.9%	9.6%	-4.8%	1.7%	-0.6
Cc1ccc(NC(=O)C(C)OC(=O)c2ccc(NS(=O)(=O)c3ccc(F)c(F)c3)cc2)cc1 (configuration not stated)	0.1	5.2%	-9.1%	3.4%	-1.2%	-14.7%	-7.0%	-2.6%	-9.4
O=C(NC1CCCC1)c1ccc(CS(=O)(=O)Cc2ccccc2F)o1	5.1	-1.9%	-8.1%	-6.1%	1.9%	-3.7%	7.4%	-7.7%	-8.1
CN1C(=O)c2ccc(N3CCCC3)cc2C1=O	-3.5	4.8%	?	2.0%	2.0%	10.1%	-5.9%	-7.3%	2.3
COc1ccccc1OCC(=O)OCc1cc(-c2ccco2)on1	-4.4	-0.7%	-24.2%	-2.7%	1.5%	0.4%	0.0%	1.0%	2.1
N#Cc1c(SCC(=O)N2CCOCC2)nsc1SCC(=O)N1CCOCC1	-3.1	0.5%	-8.2%	-2.1%	1.5%	-2.9%	5.7%	-3.6%	-3.3
COc1cccc(C2C(C(C)=O)=C(C)Nc3ncnn32)c1 (configuration not stated)	1.8	1.7%	-14.9%	-3.2%	-2.0%	-4.9%	6.5%	7.7%[57.1 µM]	-4.7
Cn1c(CCN2CCCCCC2)nc2cc(NC(=O)Nc3ccccc3)ccc21	6.6	0.4%	-5.6%	-3.7%	-3.6%	-5.5%	0.1%	-2.1%[57.1 µM]	-4.6
O=C(CCc1nnc(CCc2ccccc2)o1)NC(c1cccnc1)C(F)(F)F (configuration not stated)	5.0	0.7%	-12.8%	2.7%	4.9%	0.1%	-2.8%	2.2%	-3.2
Cc1ccc2nc(NC(=O)CSc3nc4ccccc4o3)sc2c1	-0.3	0.3%	-4.8%	2.0%	-3.0%	3.6%	2.8%	8.5%[57.1 µM]	-1.8
CCOc1ccc(N2CC(C(=O)Nc3ccccc3OC)CC2=O)cc1 (configuration not stated)	5.5	-1.5%	-12.5%	-1.7%	4.2%	4.4%	1.7%	5.9%[57.1 µM]	-9.0
Cc1ccc(NC(=O)/C(=C\c2ccc([N+](=O)[O-])cc2)NC(=O)c2ccccc2)cc1	5.9	-0.9%	-6.5%	-6.1%	2.4%	2.7%	2.6%	-8.4%	-2.3
OC[C@@H]1CN(Cc2cccnc2)C[C@H](n2cnc3c(NC4CCCC4)ncnc32)O1	-3.1	·	·	-2.5%	0.6%	·	·	·	-3.9
CCN1CCN(c2ccc(S(=O)(=O)N3CCOCC3)cc2NC(=O)c2sccc2C)CC1	6.5	1.1%	0.1%	-5.5%	3.1%	-5.7%	-9.9%	-7.7%	-3.1
CCc1nc2ccc(C(=O)NCCNC(C)=O)cn2c1N(CCC(C)C)CCN(C)C	1.6	·	·	-0.9%	4.4%	·	·	·	-7.3
O=C(Cn1nc(-c2ccccc2)c2ccccc2c1=O)Nc1ccc2c(c1)nc1n2CCOC1	2.0	0.9%	-15.8%	-4.5%	?	-10.9%	4.8%	1.4%	-9.1

Further results.
SMILES	PI4K2A block	RXFP1 agonist	USP1 inh	Glioma ERSR ind	Vif-APOBEC3G blk	IDH1 R132H inh	Vif-APOBEC3F blk	TrxR1 substrate	LDHA block
CCCCCn1c(SCC(=O)OCC)nc2cc(C(=O)NCc3ccco3)ccc2c1=O	1.9	-0.6%	-7.5%	-8.2%	-5.8%	0.8%	1.2%	-12.1%	0.3
O=c1cccccc1NN=C1CCCCCC1	-8.8	3.0%	-2.3%	1.3%	2.1%	-1.9%	-2.4%	8.4%[57.1 µM]	-4.2
CC(C)N(CCn1c(=S)[nH]c2ccccc2c1=O)C(C)C	-0.4	0.2%	-1.4%	-3.8%	3.1%	-5.9%	·	2.2%	-0.9
COc1ccc(C2OC(=O)CC2C(=O)NC2CCCCCC2)cc1OC (configuration not stated)	1.6	1.6%	-4.4%	-1.5%	1.9%	-0.6%	-19.4%	-7.3%	-4.3
COc1ccc(-c2cnnc(N/N=C/c3c(C)nn(-c4ccccc4)c3Cl)n2)cc1	-0.1	2.7%	-3.0%	-1.6%	-18.8%	3.2%	?	-12.9%	-2.1
CC1=C(C)CC(C(=O)NNC(=O)c2ccccc2O)C(C(=O)O)C1 (configuration not stated)	5.5	-0.2%	4.3%	6.8%	-2.5%	4.9%	-1.7%	18.1%[57.1 µM]	10.9
CCOCCCN(C)C1CCN(C(=O)c2oc3ccccc3c2NC(=O)c2cccc([N+](=O)[O-])c2)CC1	-0.3	-0.1%	-4.1%	-4.5%	0.2%	-0.6%	1.8%	-17.4%	-8.7
COc1ccc(CC(=O)Nc2cccc(-c3nnc(-c4ccco4)o3)c2)cc1	0.2	0.1%	-14.0%	-0.9%	0.2%	4.2%	0.8%	-1.1%	-1.8
COc1cc2cccc(OC)c(=O)c2c(OC)c1OC	-0.2	0.0%	6.7%	-1.0%	-0.9%	-10.0%	-3.4%	-5.6%	-1.3
Cc1cc(OC(C)C(=O)NCC2CCCO2)cc(C)c1Cl (configuration not stated)	-3.8	-1.8%	-15.2%	-0.2%	0.4%	0.0%	-3.3%	-17.5%	-12.1
Cc1c(C(=O)N(Cc2cccs2)C2CCS(=O)(=O)C2)oc2ccccc12 (configuration not stated)	4.9	0.7%	-12.8%	-0.5%	2.6%	0.0%	-11.9%	2.6%[57.1 µM]	-4.0
O=C(CN(C(=O)CSc1nnc(COc2ccccc2)o1)c1ccc(F)cc1)NC1CCCCC1	-0.7	0.1%	?	-2.4%	0.6%	7.6%	-4.7%	7.7%	-8.2
O=C(O)c1csc(-c2cccc(Cl)c2)n1	0.3	4.3%	-28.4%	3.7%	-5.1%	-4.7%	3.0%	2.6%	-5.4
O=c1c(/C=N/Nc2ccccc2)c(Sc2nnnn2-c2ccccc2)nc2ccccn12	2.8	2.3%	3.16µM*	0.2%	?	-1.1%	?	2.9%[57.1 µM]	-7.7

At a glance, part of the list above.
SMILES	PI4K2A block	RXFP1 agonist	USP1 inh	Glioma ERSR ind	Vif-APOBEC3G blk	IDH1 R132H inh	Vif-APOBEC3F blk	TrxR1 substrate	LDHA block
COc1ccc(CC(=O)Nc2cccc(-c3nnc(-c4ccco4)o3)c2)cc1	0.2	0.1%	-14.0%	-0.9%	0.2%	4.2%	0.8%	-1.1%	-1.8
COc1cc2cccc(OC)c(=O)c2c(OC)c1OC	-0.2	0.0%	6.7%	-1.0%	-0.9%	-10.0%	-3.4%	-5.6%	-1.3
